Screens (PubChem BioAssay)
Dyrk1A ADPGlo = blocks rat Dyrk1A kinase activity | Q63470 | ADP-Glo luminescence, NFATc1 peptide | inhibition, % at 12.5 µM | hit rate 0.43% among 310,000 | AID 504441; in the data active means inhibition above about 50%;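 further: plate controls were vehicle with enzyme for no effect and no enzyme for full effect; many of its hits are not listed in these tables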
HSP90 refold inh = inhibitors of HSP90 luciferase refolding in rabbit reticulocyte lysate; luciferase refolding luminescence, 3 h; inhibition, % at 5.6 µM; hit rate 0.91% among 290,000;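 active means inhibition above the screen-wide mean plus 3 SD, computed separately per campaign, cut at about 16% in these data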;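 further: 0% = DMSO wells and 100% = 60 µM geldanamycin wells; inhibitors lower the luminescence because luciferase stays unfolded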
Platelet DG rel = platelet dense granule release activity; human platelet-rich plasma, SFLLRN dense granule ATP release, luminescence; inhibition, %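 (compounds screened at 7.5 µM in platelet-rich plasma)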; hit rate 0.22% among 300,000;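 active means mean replicate score, as percent of positive control, at or above 50; inconclusive means mean below 50 but at least one replicate at or above 50; inactive means mean and every replicate below 50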
GSK3B inh = inhibitors of human GSK3beta kinase. GST-GSK3beta kinase, ADP-Glo luminescence, 60 min; stronger effect = lower value. AID 2097. hit rate 0.038% among 300,000. activity score (negative = inhibition), % at 10 µM;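 active means more than half of replicate wells score below -50%, meaning over 50% inhibition versus plate controls; inconclusive means some replicates but at most half score below -50%; inactive means no replicate scores below -50%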;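 further: 0% = median DMSO wells and -100% = median GW8510 positive control wells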
Target sequence (P49841 whole entry, looked up): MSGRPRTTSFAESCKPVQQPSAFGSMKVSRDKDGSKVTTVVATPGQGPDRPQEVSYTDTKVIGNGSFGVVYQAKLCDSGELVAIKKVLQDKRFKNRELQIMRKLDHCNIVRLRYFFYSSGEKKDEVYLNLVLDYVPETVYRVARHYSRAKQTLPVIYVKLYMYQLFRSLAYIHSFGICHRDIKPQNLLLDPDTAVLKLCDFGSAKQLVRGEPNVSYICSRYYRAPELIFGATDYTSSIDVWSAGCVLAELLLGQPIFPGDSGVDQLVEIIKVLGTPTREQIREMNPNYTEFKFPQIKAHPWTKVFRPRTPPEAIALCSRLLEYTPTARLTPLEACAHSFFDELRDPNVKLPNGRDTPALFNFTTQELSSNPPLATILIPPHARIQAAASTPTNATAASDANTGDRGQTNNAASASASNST
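Test system: GST-fused GSK3beta enzyme, cell-free | Quantity: 1.6 ng GST-GSK3beta enzyme per well | Reagent: 25 µM ATP with peptide substrate | Schedule: 60 min enzyme reaction, room temperature | Signal: Luminescent ADP-Glo measurement of ADP formed | Read-out basis: Score relative to plate controls | Control set: DMSO and 20 µM GW8510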
HSF1 inhib = HSF1 inhibition. NIH3T3-HGL HSE-luciferase, MG132-induced, luminescence 8 h; stronger effect = lower value. hit rate 0.77% among 300,000. activity change, negative = inhibition, % at 7.5 µM (by protocol). AID 2098;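 active means more than half of replicate wells show activity change below -50%, luminescence cut by over half; inconclusive means some wells, but at most half, below -50%; inactive means no replicate well below -50%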;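 further: luciferase reports HSF-1 transcriptional activity via heat shock element; 0% = median of DMSO wells and -100% = zero luminescence signal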
IEC-6 cytotox = kills IEC-6 intestinal cells in KLF5 counter-screen. hit rate 0.78% among 290,000. inhibition, % at 5 µM. IEC-6 cytotoxicity, luminescence viability; in the data active means inhibition above about 22%;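 further: 0% = plate median of test compound wells and 100% = cytotoxic reference compound wells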
aSyn 5UTR inh = MLPCN primary screen, SNCA 5' untranslated region. alpha-synuclein 5'UTR reporter, inhibitor activity. inhibition, % (tested at 7.5 µM). hit rate 0.82% among 300,000. AID 1813; in the data active means inhibition above about 60%; inconclusive means no clear call, values can overlap the other calls;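 further: H4 neuroglioblastoma cells stably carrying SNCA 5'UTR luciferase fusion; 0% = DMSO wells and 100% = positive control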
KLF5 inh = kruppel-like factor 5 inhibition. inhibition, % at 5 µM. DLD-1 KLF5 promoter-luciferase reporter, luminescence. hit rate 0.23% among 290,000. AID 1700;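 active means inhibition above a per-plate limit of that plate's mean compound inhibition plus 3 SD, cut at about 60% in these data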;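 further: 0% = DMSO wells and 100% = LY294002 at 200 µM; higher means less KLF5 promoter-driven luciferase light; inactives centre near -14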
HSF-1 act = increases HSF-1 driven luciferase reporter signal; NIH3T3-HGL HSF-1 luciferase reporter, MG132, 8 h; 100% = twice DMSO control signal; activation, % at 9 µM; hit rate 1.7% among 300,000; AID 504408;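 active means mean replicate activation of at least 50% with a set share of replicates each reaching 50%; inconclusive means only one of those two conditions met; inactive means mean below 50% and too few replicates reaching it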;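 further: 0% = median of the neutral control wells and 100% = twice that signal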
GSK3 alpha inh = blocks human GSK-3 alpha kinase; inhibition, % at 10 µM; P49840; ADP-Glo luminescence, 60 min; hit rate 0.1% among 320,000;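 in the data active means inhibition above about 50%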;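 further: GST-tagged GSK-3 alpha with peptide substrate and 25 µM ATP; 0% = DMSO neutral wells and 100% = GW8510 positive control wells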
Target sequence (P49840 whole entry, looked up): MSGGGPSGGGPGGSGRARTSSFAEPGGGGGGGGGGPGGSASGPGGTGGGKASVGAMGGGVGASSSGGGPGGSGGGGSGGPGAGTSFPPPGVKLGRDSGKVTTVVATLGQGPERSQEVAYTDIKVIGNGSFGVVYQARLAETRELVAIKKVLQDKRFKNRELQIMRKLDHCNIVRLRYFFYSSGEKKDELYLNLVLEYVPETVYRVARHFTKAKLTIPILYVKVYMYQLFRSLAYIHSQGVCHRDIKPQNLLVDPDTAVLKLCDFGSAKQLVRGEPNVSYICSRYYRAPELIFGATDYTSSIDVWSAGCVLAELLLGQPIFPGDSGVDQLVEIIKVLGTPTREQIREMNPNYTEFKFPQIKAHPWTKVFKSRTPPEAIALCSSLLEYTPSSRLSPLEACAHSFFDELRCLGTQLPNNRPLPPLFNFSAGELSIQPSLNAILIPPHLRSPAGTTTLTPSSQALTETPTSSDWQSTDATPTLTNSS
* marks the source's active call; other numbers are inactive results; ? = inconclusive; . = not tested or not shown.

SMILES	Dyrk1A ADPGlo	HSP90 refold inh	Platelet DG rel	GSK3B inh	HSF1 inhib	IEC-6 cytotox	aSyn 5UTR inh	KLF5 inh	HSF-1 act	GSK3 alpha inh
Cn1c(N)c(C(=O)COC(=O)c2ccc(Cl)nc2)c(=O)n(C)c1=O	.	1.7	-8.1	-2.2	-7.8	8.4	-35.6	-4.1	2.8	1.2
O=C(Nc1ccc(-n2cnnn2)cc1)C1CCCN1C(=O)Nc1ccc(Br)cc1 (stereo not drawn)	-5.3	5.5	-6.6	0.7	0.2	0.9	33.4	-0.3	12.8	5.5
CCOCCCNC(=O)C1CCN(S(=O)(=O)c2cc(Br)cc3c2N(C(=O)CC)CC3)CC1	-3.2	-4.8	7.7	-1.0	-2.5	5.0	15.8	-21.1	3.2	-1.4
C=COCCn1c(-c2nonc2N)nc2ccccc21	20.9	-0.3	-4.6	3.0	-7.8	-3.2	-8.1	-1.5	-4.6	1.0
COc1cc(-c2nnc(SCC(=O)Nc3cc(C)on3)n2C)cc(OC)c1O	-3.3	-0.3	0.0	1.6	-1.7	-2.5	21.9	-19.2	-2.0	-2.7
Cc1cccc(CCNC(=O)C2CCC(=O)N2Cc2ccc(F)cc2)c1 (stereo not drawn)	3.0	3.2	1.1	-0.9	9.1	-2.5	12.5	-35.5	42.9	-1.8
Cc1nn(C)cc1S(=O)(=O)N1CCN(c2cccc(Cl)c2)CC1	-9.2	3.1	4.9	-2.1	-2.2	-1.6	1.5	-35.0	-15.1	0.0
COc1cc(/C=C2/C(=N)N3C(=NC2=O)SN=C3S(C)(=O)=O)ccc1OC(=O)c1ccco1	.	-1.9	1.6	2.6	0.9	-4.7	5.2	-19.4	10.4	4.0
Cc1ccc(C)c(N2CCN(C(=O)Cn3ncc4c([nH]c5ccc(C)cc54)c3=O)CC2)c1	-6.6	3.5	9.7	-25.5	-5.3	5.5	-3.5	-12.6	15.7	-0.9
CC(C)c1ccc(NC(=O)N2CCC(c3nc4ccccc4o3)CC2)cc1	10.1	0.9	0.8	2.0	3.4	-0.6	14.3	-13.7	-11.4	-0.9
COc1ccccc1CNC(=O)c1ccc(OCC2CCCO2)cc1 (stereo not drawn)	-1.2	3.4	8.6	4.9	-2.7	5.4	19.2	-6.5	1.3	-2.1
O=C(CN1CCN(c2ccccc2O)CC1)Nc1ccc([N+](=O)[O-])cc1Br	-3.9	0.2	4.5	-2.3	3.0	-7.5	27.4	-5.4	-5.7	-2.7
O=C(C1=C[C@H](c2ccc3c(c2)OCO3)C[C@H](OCc2ccc(CO)cc2)O1)N1CCCCCCC1	9.3	3.8	-5.5	0.7	5.4	-5.0	5.2	-7.9	-0.5	-2.4
CC(=O)c1c(C)[nH]c(C(=O)N(C)C(c2ccccc2)c2ccccc2)c1C	-1.1	-1.6	0.0	-0.9	-2.6	-2.0	-18.4	-59.0	0.4	-3.8
COc1ccc(OCCCN2CCc3ccccc3C2)cc1	.	-2.9	3.9	2.0	-7.1	2.1	-2.0	-24.9	-6.8	-3.0
Cc1ccc(N(CC#N)C(=O)CS(=O)(=O)c2cccc([N+](=O)[O-])c2)cc1	-1.1	-6.0	-2.1	0.0	1.2	-7.5	-10.1	-12.2	3.5	-2.0
O=C(CN1CCCC1)NC(=O)NC1CCCC1	0.3	-1.5	-5.3	0.6	-0.8	1.6	-13.7	-16.2	3.2	-1.2
Cc1cccc(C)c1NC(=O)c1ccc([N+](=O)[O-])s1	2.7	-0.1	-2.6	2.2	15.8	2.9	-36.8	2.9	?	4.3
Cc1ccc(CNC(=O)Cn2ccc3ccccc3c2=O)o1	-1.5	0.4	3.6	3.0	13.0	-3.9	-4.5	-24.2	64.3*	-7.0
Oc1c(Cl)cc(Cl)cc1C=Nc1ccc(Br)cc1	-0.9	-0.2	6.9	-1.6	16.5	-6.3	-13.6	-13.4	12.4	-1.4
O=C(C1CCCO1)N1CCN(S(=O)(=O)c2ccc(Cl)cc2)CC1 (stereo not drawn)	.	0.7	-19.1	-0.3	-6.2	-1.4	-10.9	-33.8	1.2	3.3
Cc1ccc2cccc(OC(=O)/C=C\c3ccccc3)c2n1	2.8	-1.1	2.2	0.5	6.8	1.5	-1.8	-5.6	1.9	0.8
O=C(COC(=O)C1CC2CCCC(C1)C2=O)NNC(=O)c1ccccc1F (stereo not drawn)	.	.	-0.7	-1.0	2.2	.	-2.0	.	3.5	-0.7
CCCCN(C(=O)c1cc(=O)[nH]c2ccccc12)c1c(N)n(CCC)c(=O)[nH]c1=O	.	-2.1	-3.6	2.0	-2.7	-4.2	-3.3	-20.6	-14.9	-2.7
Cn1c(=O)n(C)c2cc(NC(=O)Cc3ccccc3[N+](=O)[O-])ccc21	-2.2	2.9	3.0	1.7	4.4	7.1	-9.8	-4.4	12.8	-3.2
Next section
SMILES	Dyrk1A ADPGlo	HSP90 refold inh	Platelet DG rel	GSK3B inh	HSF1 inhib	IEC-6 cytotox	aSyn 5UTR inh	KLF5 inh	HSF-1 act	GSK3 alpha inh
COC(=O)c1ccc(C(=O)OC)c(NC(=O)CN2CCN(c3ccccc3OC)CC2)c1	-1.2	5.6	-4.9	-5.1	-5.1	6.0	7.9	1.2	-5.8	-0.2
C/C(=N\N1CCCCC1)c1ccccc1O	-12.7	3.9	2.8	-2.7	-4.1	1.5	-0.5	-21.3	-3.6	-5.0
CC(C)NC(=O)COc1ccc(S(=O)(=O)N2CCOCC2)cc1	.	6.8	0.5	1.4	-2.2	6.6	3.0	-1.9	-6.8	-0.8
COc1ccc(C(=O)Nc2ccc3oc(-c4cccnc4)nc3c2)cc1OC	-2.0	1.3	-0.4	7.7	-10.3	0.4	-18.9	-7.2	-7.4	-1.7
COc1ccc(-c2ncc3ccccn23)cc1	5.3	6.6	-9.7	-0.3	-6.9	4.3	-142.3	-24.2	-14.1	0.9
C=CCOc1ccc(CNc2nccs2)cc1	1.8	-1.4	9.5	4.4	-10.8	-1.0	-73.5	-18.0	4.2	-0.4
Cc1ccc(-c2noc(-c3ccccc3C(=O)NCC3CCCO3)n2)cc1 (stereo not drawn)	5.2	3.1	3.2	4.2	4.3	3.2	1.0	-12.2	7.8	-2.7
Cc1ccc(/C=C2\OC(=O)c3ccccc32)cc1	1.1	-0.6	10.0	5.7	48.3	11.8	-82.6	-17.4	59.3*	-1.0
C=CCn1c(SCC(=O)NC23CC4CC(CC(C4)C2)C3)nc(O)cc1=O	-5.9	3.8	-6.6	4.0	4.5	1.2	-6.6	-1.0	26.8	-3.7
COc1ccccc1CNC(=O)CN1C(=O)c2ccccc2S1(=O)=O	6.1	-2.4	2.3	1.0	-1.6	1.3	-1.1	-5.0	-9.4	0.0
Cc1ccc(S(=O)(=O)NCC(c2ccc3c(c2)OCO3)N2CCOCC2)cc1 (stereo not drawn)	7.0	.	5.3	3.6	-2.4	.	-3.1	.	31.8	-0.8
CC1(C)CC(=O)C(CC(=O)NC2CCCc3ccccc32)C(=O)C1 (stereo not drawn)	-11.9	1.5	-9.4	0.2	-6.9	5.1	-18.2	-27.1	4.5	-1.2
Cc1ccc(Cn2c(C3CCCN3c3nc(C)cs3)nc3cc(C(F)(F)F)ccc32)cc1 (stereo not drawn)	-0.7	-3.6	-0.3	-0.3	-48.4	-4.8	-19.9	-11.1	-62.2	0.7
O=C(NC(=S)Nc1ncccn1)c1ccc(Cl)cc1Cl	.	-0.8	-1.0	1.4	22.0	8.2	-164.9	-164.3	64.3*	-1.7
CCc1cccc(OCCn2nc(C(=O)O)c3ccccc3c2=O)c1	.	0.9	7.5	3.4	5.0	-4.1	21.5	-31.4	-10.3	-0.2
Cc1ccc(C)c(-n2c3nc(=O)n(C)c(=O)c-3cc3ccccc32)c1	-2.4	-0.1	-6.0	-17.4	-1.7	-5.4	3.3	-29.9	16.0	37.0
COC(=O)c1cc(C#N)c(Oc2ccc(F)cc2)nc1C	-8.8	-2.2	3.8	1.3	4.8	3.7	-21.0	-33.4	-7.9	-2.1
CCOC(=O)CSc1nnc2c3ccccc3n(C)c2n1	2.2	1.2	-2.2	1.4	-5.8	5.4	-13.7	-9.3	6.9	-2.1
CCS(=O)(=O)c1ccc2c(c1)NC(=O)C(CCCl)O2 (stereo not drawn)	.	0.8	2.4	-2.7	0.4	6.4	18.0	-1.8	-1.9	-0.3
COc1ccc(O)c(-c2[nH]ncc2C(=O)c2ccccc2)c1	9.4	-2.6	19.8	-3.7	-7.7	-1.4	5.7	-37.6	-7.9	5.7
COc1ccc(C2C(C(=O)Nc3cccnc3)=C(C)Nc3nc(-c4ccco4)nn32)cc1 (stereo not drawn)	5.2	0.7	14.1	0.7	-9.0	-7.1	11.7	-3.4	-7.6	1.3
COc1ccc([N+](=O)[O-])cc1NC(=O)CCS(=O)(=O)c1ccc(Br)cc1	-4.0	3.8	-3.3	-1.0	9.7	1.6	-1.3	-11.2	-6.4	-0.8
Clc1ccc(OCc2nnc(-c3ccccc3Br)o2)c(Cl)c1	-4.3	0.2	-34.5	7.9	36.0	1.1	-144.1	-42.5	61.1*	-1.4
Cc1cccc2sc(N(CCN(C)C)C(=O)/C=C/c3cccs3)nc12	-1.8	-1.4	-8.1	1.0	29.0	0.0	-21.3	-41.3	78.3*	-1.6
O=C(c1cc2ncc(Br)cn2n1)N1CCN(C(=O)c2ccco2)CC1	3.0	-1.6	-8.4	2.0	-8.0	-1.3	4.8	-3.6	-20.8	-0.3
The list continues:
SMILES	Dyrk1A ADPGlo	HSP90 refold inh	Platelet DG rel	GSK3B inh	HSF1 inhib	IEC-6 cytotox	aSyn 5UTR inh	KLF5 inh	HSF-1 act	GSK3 alpha inh
O=C(CC1(O)C(=O)N(C/C=C/c2ccccc2)c2ccccc21)c1ccccn1 (stereo not drawn)	2.8	1.4	-7.0	1.8	32.9	89.4*	-52.6	-7.7	29.2	-1.4
NNC(=O)c1cc2c(s1)-c1cc(Cl)ccc1SC2	3.4	8.7	0.7	1.9	-0.6	6.6	-5.7	2.2	-7.8	-1.0
COc1ccc(F)cc1C(=O)C1CCCN(C(=O)c2ccccc2N(C)C)C1 (stereo not drawn)	1.8	-7.0	10.1	-3.8	4.7	-2.9	-0.2	-30.9	4.7	0.0
COc1ccc(C2NC(=S)NC3=C2CCc2cc(OC)ccc23)cc1 (stereo not drawn)	10.3	3.2	-3.3	-4.4	2.1	1.8	-8.6	-44.2	14.6	-0.9
CN(C)CCN(C(=O)c1ccc(N2C(=O)CCC2=O)cc1)c1nc2cc3c(cc2s1)OCCO3	.	1.4	-1.8	0.5	0.8	-4.1	-75.2	-86.8	2.8	-0.9
Cc1ccc(/C=N/NC(=O)c2nnn(-c3nonc3N)c2-c2cccs2)cc1	22.3	1.3	-13.7	1.6	-2.6	10.0	69.3*	11.3	-8.7	38.9
CCCn1c(N)c(CC)c(=O)[nH]c1=O	.	0.2	.	0.2	.	3.0	.	-16.6	.	1.4

This is a subset. The share of hits here may be higher or lower than overall.
